# Assay outcomes from PubChem.
# NALP1 yeast inh – NALP1 inflammasome inhibitors in reconstituted yeast, colorimetric, S. cerevisiae, triplicate retest. S. cerevisiae NALP1/ASC/caspase-1 growth, X-gal OD620, 72 h. inhibition, % at 10 µM. actives 0.61% (n = 280,000); in the data active means inhibition mostly above about 24%, no sharp cut-off; inactive means mostly below about 32%; further: some compounds called inactive have numbers as strong as hits
# GalR3 antagonist – GalR3 antagonists in HEK293 cells, primary screen, cell-based, fluorescence readout; Galanin receptor type 3 (Homo sapiens), O60755; HEK293 GalR3-CNG cAMP membrane potential fluorescence; galR3 body fused to GalR1 C-terminus; inhibition, % at 3 µM; actives 0.44% (n = 360,000); AID 651719, 2012;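 active means inhibition above the screen-wide average plus 3 SD, cut at about 13% in these data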;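 further: forskolin and galanin both at EC90 stimulate the cells; cAMP rise reported by CNG channel membrane potential dye signal; 0% = forskolin plus galanin with DMSO and 100% = forskolin alone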
# Target sequence (O60755 1-299 limits assumed): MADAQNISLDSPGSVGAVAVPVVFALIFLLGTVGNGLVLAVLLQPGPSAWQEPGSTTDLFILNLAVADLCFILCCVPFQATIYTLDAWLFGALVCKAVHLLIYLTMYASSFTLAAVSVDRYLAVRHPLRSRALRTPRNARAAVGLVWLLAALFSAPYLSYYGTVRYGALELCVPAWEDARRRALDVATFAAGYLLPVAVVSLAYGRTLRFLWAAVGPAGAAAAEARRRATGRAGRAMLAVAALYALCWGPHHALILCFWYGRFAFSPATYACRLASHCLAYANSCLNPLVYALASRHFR
# MEKK2mut PB1 HTS – MEK5 binding signal on mutant MEKK2 PB1, primary screen, biochemical, multiplex bead flow cytometry, Alexa488-MEK5; Alexa488-MEK5 binding to MEKK2 mutant; percent response, % at 10 µM; actives 0.35% (n = 290,000); in the data active means percent response above about 24%, passing the limit was not always enough; further: inactives centre near 1; some results filed as inactive read as strong as hits; reference of the scale not given here
# GPR7 antagonist – GPR7 receptor antagonists, primary screen, cell-based, fluorescence, single concentration; GPR7-expressing cells, fluorescence antagonist assay; Neuropeptides B/W receptor type 1 (Homo sapiens), P48145; inhibition, % at 4.4 µM; actives 1.1% (n = 290,000); in the data active means inhibition above about 16%, passing the limit was not always enough;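 further: cells stimulated with the agonist NPW; 0% = agonist with vehicle and 100% = vehicle without agonist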
# Target sequence (P48145 whole entry, looked up): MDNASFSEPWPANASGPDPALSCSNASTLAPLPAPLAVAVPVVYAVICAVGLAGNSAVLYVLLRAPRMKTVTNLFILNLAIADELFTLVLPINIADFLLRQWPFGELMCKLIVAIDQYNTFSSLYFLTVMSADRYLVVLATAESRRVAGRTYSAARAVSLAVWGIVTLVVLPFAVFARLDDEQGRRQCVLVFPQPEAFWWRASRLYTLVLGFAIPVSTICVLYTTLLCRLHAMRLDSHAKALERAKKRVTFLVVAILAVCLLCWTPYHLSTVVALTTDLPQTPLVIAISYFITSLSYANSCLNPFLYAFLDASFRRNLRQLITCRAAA
# MEKK3 PB1 HTS – modulators of MEKK3-MEK5 PB1 binding, primary screen, biochemical, wildtype MEKK3, multiplex bead flow cytometry, Alexa488-MEK5. Mitogen-activated protein kinase kinase kinase 3 (Homo sapiens), Q99759. bead-based flow cytometry, Alexa488-MEK5 binding to MEKK3; actives lie on both sides; 0 = blocked by unlabeled MEK5, 100 = vehicle. binding response (% of control), % at 10 µM. actives 1.4% (n = 290,000);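 active means binding response more than 3 SD above or below the average of its plate-row segment, actives on both sides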;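 further: Alexa488 bead fluorescence after subtracting the streptavidin-only scavenger bead signal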
# PHOSPHO1 inh – PubChem AID 1565; recombinant PHOSPHO1, absorbance phosphatase assay; actives 1.1% (n = 290,000); Phosphoethanolamine/phosphocholine phosphatase (Homo sapiens), Q8TCT1; inhibition, % at 13.3 µM; in the data active means inhibition above about 60%
# V1aR counter – agonists of human V1a receptor, primary screen, counter-screen for OXTR agonist project, fluorescence, CHO-V1R cells | Fluo-8 calcium fluorescence, agonist mode; 0% DMSO, 100% 3 nM vasopressin | activation, % at 3 µM | actives 0.25% (n = 320,000);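 active means activation above the mean activation of all tested compounds plus 3 SD, per screening run, cut at about 20% in these data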;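 further: signal is peak over basal fluorescence ratio across a 100 second FLIPR read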
# Target sequence (P37288 whole entry, looked up): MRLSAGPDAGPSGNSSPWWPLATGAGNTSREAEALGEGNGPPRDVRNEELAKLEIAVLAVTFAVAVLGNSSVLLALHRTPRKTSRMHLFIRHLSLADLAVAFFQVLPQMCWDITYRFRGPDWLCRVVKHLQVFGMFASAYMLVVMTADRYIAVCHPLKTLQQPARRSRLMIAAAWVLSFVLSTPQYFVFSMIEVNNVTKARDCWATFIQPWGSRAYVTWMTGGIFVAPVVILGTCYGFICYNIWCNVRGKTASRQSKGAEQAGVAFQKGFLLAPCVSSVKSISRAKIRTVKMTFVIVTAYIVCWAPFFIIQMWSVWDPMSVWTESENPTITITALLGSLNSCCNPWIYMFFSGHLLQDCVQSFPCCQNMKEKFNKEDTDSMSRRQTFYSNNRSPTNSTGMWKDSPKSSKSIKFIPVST
# MEKK2 WT-MEK5 – modulators of MEK5 binding to wildtype MEKK2, primary screen, biochemical, multiplex bead flow cytometry, Alexa488-MEK5; actives 1.1% (n = 290,000); binding response (% of control), % at 10 µM; Alexa488-MEK5 binding to MEKK2 WT; actives lie on both sides; in the data active means binding response below about 67% or above about 130%
# OXTR agonist – human OXTR agonists, primary screen, fluorescence, CHO-OTR cells, Fluo-8 calcium; actives 0.32% (n = 320,000); activation, % at 3 µM; Fluo-8 calcium fluorescence; normalized: DMSO 0%, oxytocin 100%; Oxytocin receptor (Homo sapiens), P30559;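 active means activation above the mean of all tested compounds plus 3 SD, cutoff set per screening run, cut at about 20% in these data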;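 further: peak over basal fluorescence ratio from a 100 s FLIPR kinetic read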
# Starred values were filed as active, the others as inactive; nt = no result given.
no.	compound	NALP1 yeast inh	GalR3 antagonist	MEKK2mut PB1 HTS	GPR7 antagonist	MEKK3 PB1 HTS	PHOSPHO1 inh	V1aR counter	MEKK2 WT-MEK5	OXTR agonist
1	Cc1c(NC(=O)CN(c2ccc(F)cc2)S(=O)(=O)c2ccccc2)c(=O)n(-c2ccccc2)n1C	16	2	7	-12	103	25	-1.1	104	-0.3
2	O=c1[nH]c(C2CCN(S(=O)(=O)c3cccc(Cl)c3)CC2)nc2c1nnn2Cc1ccccc1	9	-6	12	11	107	22	nt	118	nt
3	O=C1c2ccc([N+](=O)[O-])cc2C(=O)N1c1ccc(Cl)cn1	-9	-3	-3	-9	116	25	0.4	109	0.9
4	COc1ccccc1N1CCN(S(=O)(=O)c2ccc(-n3cnnn3)c(C)c2)CC1	12	1	3	0	110	8	2.1	104	-1.4
5	CCOC(=O)C1=C(COC(=O)/C=C/c2cc(OC)c(OC)c(OC)c2)NC(=O)NC1C (configuration not stated)	13	-1	7	-19	104	35	3.7	113	3.0
6	COc1cc(/C=c2\s/c(=C\C(=O)C(C)(C)C)[nH]c2=O)cc(OC)c1OC	12	-4	-3	-5	97	30	-0.8	93	-2.7
7	CS(=O)(=O)n1nc(NCc2cccs2)nc1NCc1cccs1	-1	-4	4	-10	107	25	0.1	105	-0.9
8	Cc1nc(-c2ccccc2)cn2c1nc1ccccc12	47	-4	0	-5	116	-16	-0.6	112	-2.1
9	CCC(C)(C)NC(=O)C(c1cccc(OC)c1OC)N(Cc1ccc(OC)cc1)C(=O)CCC(=O)Nc1cc(C)on1 (configuration not stated)	-7	-7	-2	-5	101	51	3.0	94	-1.7
10	CCc1n[nH]c(=S)n1/N=C/c1ccc2c(c1)OCO2	2	-4	-9	1	82	103*	-0.1	91	-1.2
11	CCOc1ccccc1N(CC(=O)N(C)Cc1ccccc1)S(=O)(=O)c1ccccc1	14	-6	8	5	104	20	-0.4	108	-1.2
12	Cc1nc(Nc2ccc(O)cc2)c2c3c(sc2n1)CCCC3	-8	nt	-4	-1	92	39	-1.5	85	-1.4
13	COc1ccc(/C=N/NC(=O)c2cccc(OC(F)(F)C(F)F)c2)c(OC)c1OC	34	-1	-2	-2	96	-5	2.2	96	0.2
14	O=C(Cn1ccc2ccccc2c1=O)NCCC(=O)Nc1cccnc1	12	0	1	-13	97	7	-0.1	97	0.1
15	O=C(CSC1=NCCS1)Nc1ccc(S(=O)(=O)N2CCCCCC2)cc1	-21	0	-7	19	94	-3	6.0	87	7.7
16	CC(C)=C(NC(=O)c1ccccc1)C(=O)Nc1ccc(C(=O)O)cc1	-8	3	11	-5	106	36	-0.3	104	0.2
17	Cn1c(=O)oc2cc(S(=O)(=O)N3CCC(N4CCCCC4)CC3)ccc21	11	nt	8	-15	106	16	1.4	100	-0.1
18	COc1cc(Br)c(C(C)NC(=O)c2cccc(Br)c2)cc1OC (configuration not stated)	11	-7	-4	9	84	17	3.4	88	4.8
19	CCc1nnc(NC(=O)c2ccc(NS(=O)(=O)c3ccccc3)cc2)s1	3	-5	-4	-8	82	-4	2.3	81	0.3
20	Cc1ccn2c(CNCCn3cccn3)c(C(=O)N3CCCCCC3)nc2c1	12	-4	-5	-1	94	28	0.7	91	0.0
21	O=C(NCC(=O)N(c1ccc(F)cc1)C(C(=O)NCC1CCCO1)c1ccccc1)c1ccco1 (configuration not stated)	4	-2	-3	-3	97	-1	0.1	98	-0.3
22	CN1CCN(C(=O)c2ccc(N(C)S(=O)(=O)c3cccs3)cc2)CC1	5	-5	-10	-6	97	-22	1.6	96	-0.3
23	COc1cc(C2N(C)CCC3(OCCO3)C2(C)C)cc(OC)c1OC (configuration not stated)	22	-12	-3	-13	94	18	0.2	95	-0.6
24	Cc1ccc(C)c(OCCn2cc(/C=C(\C#N)C(=O)NCC3CCCO3)c3ccccc32)c1 (configuration not stated)	38	-7	0	-4	95	2	1.2	105	0.1
25	Cn1c(SCc2ccc(F)cc2)nnc1-c1cccs1	26	nt	0	7	103	28	-0.3	101	-1.0
26	COc1ccccc1C(C)NC(=O)c1ccc(C)o1 (configuration not stated)	3	4	-8	9	90	8	-1.0	96	-1.3
27	Cc1cc(S(=O)(=O)N2CCOCC2)ccc1OCC(=O)Nc1ccc(F)cc1	19	-9	2	1	101	4	5.8	100	4.1
28	O=C(NCC1CCCCC1)c1cc(Br)ccc1Cl	-4	-9	4	-7	101	27	-1.5	101	-0.8
29	COc1cc(C2Sc3ccccc3NC3=C2C(=O)OC3)cc(OC)c1OC (configuration not stated)	-33	-3	2	-1	95	25	0.9	94	0.9
30	Cc1ccc(NS(=O)(=O)c2c(C(=O)N3CCCC3)c(C)n(C)c2C)cc1	-1	-9	0	-8	100	-13	0.2	102	0.3
31	COCCCN1C(=O)/C(=C\c2ccc3c(c2)OCO3)C(C(=O)OC)=C1C	4	-6	-16	-1	83	31	-0.1	80	0.4
32	COc1cc(C(CCN2CCOCC2)c2c(OC)cc(OC)c3c(C)cc(=O)oc23)cc(OC)c1OC (configuration not stated)	-11	-1	1	nt	104	18	-0.5	109	-0.5

# PHOSPHO1 inh, entries above that show a hit.
no.	smiles	NALP1 yeast inh	GalR3 antagonist	MEKK2mut PB1 HTS	GPR7 antagonist	MEKK3 PB1 HTS	PHOSPHO1 inh	MEKK2 WT-MEK5
10	CCc1n[nH]c(=S)n1/N=C/c1ccc2c(c1)OCO2	2	-4	-9	1	82	103*	91

# Other records follow:
no.	compound	NALP1 yeast inh	GalR3 antagonist	MEKK2mut PB1 HTS	GPR7 antagonist	MEKK3 PB1 HTS	PHOSPHO1 inh	V1aR counter	MEKK2 WT-MEK5	OXTR agonist
33	COc1ccc(C2(C(=O)c3ccccc3)C(=O)c3ccccc3C2=O)cc1	8	nt	2	-6	103	12	0.8	98	0.1
34	COc1ccc(OCC(O)CN2CCN(c3ncccn3)CC2)cc1 (configuration not stated)	12	-5	-2	5	100	6	0.9	99	1.3
35	O=C(OC1CCOC1=O)c1ccc(S(=O)(=O)N2CCCCCC2)cc1 (configuration not stated)	13	-5	-8	5	99	-7	2.9	93	0.5
36	Cc1noc2ncnc(SCc3ccc(C(F)(F)F)cc3)c12	-4	-5	-10	-9	97	2	-0.8	100	-3.2
37	Cc1cc(C)n2cc(CSc3nncn3C)nc2n1	-14	-1	-6	-5	95	6	1.8	94	0.0
38	Cc1nc2c(cnn2-c2ccccc2)c(=O)[nH]1	4	-3	10	-9	102	18	1.1	99	0.4
39	COc1cc2c(cc1NC(=O)Cn1cnc3c1c(=O)n(C)c(=O)n3C)oc1ccccc12	4	nt	-4	-4	93	0	nt	98	nt
40	c1ccc(N2CCN(c3ncnc4sc5c(c34)CCC5)CC2)cc1	8	1	1	-3	95	-16	0.5	95	-2.2
41	O=C1CCN(S(=O)(=O)c2ccc(Cl)cc2)CCN1	-9	-4	6	0	105	16	0.4	104	0.0
42	N#CCCn1cc(CNCc2ccccc2)c(-c2cccc([N+](=O)[O-])c2)n1	21	-4	23	-2	105	39	0.5	160*	0.5
43	O=C(c1cc2cc(Br)cc(Br)c2oc1=O)N1CCOCC1	26	-2	3	-12	92	-3	0.1	100	-0.6
44	O=C(Nc1ccccc1)/C(=C/c1cccc(Br)c1)NC(=O)c1ccco1	17	-8	0	-7	93	1	0.6	94	-0.8
45	Cc1cc(OC2CCCCC2)nc(NCc2ccccc2)n1	nt	1	-36	1	72	24	0.7	65	-2.9
46	CCNc1nc(Sc2ccc(C)cc2)cc(C(F)(F)F)n1	6	-2	-5	-3	99	16	0.2	97	0.6
47	COC(=O)c1ccc(CN2C(=O)c3ccccc3C2=O)o1	11	-9	0	4	100	6	1.8	103	0.6
48	COc1cc([N+](=O)[O-])ccc1N/C=C/C(=O)c1cccs1	2	-6	3	3	102	22	5.3	92	5.4
49	Oc1ccc(N=Nc2nccs2)c(O)c1	8	nt	7	2	101	32	12	97	5.9
50	COc1ccc(NS(=O)(=O)c2ccc(-n3cnnn3)cc2)cc1OC	-13	-2	3	-4	101	44	3.0	103	2.4
51	Cc1ccc(NC(=O)COc2cccc(/C=C3\SC(=S)N(CCC(=O)O)C3=O)c2)cc1Cl	nt	0	-3	-4	92	-34	0.8	92	-0.1
52	COCCNC(=O)/C(C#N)=C/c1ccc(C(=O)O)cc1	3	-5	-2	-5	102	4	0.5	98	0.5
53	CCOC(=O)c1c(C)c(C(=O)N2CCCCCC2)c(C)n1C	39	-6	5	-13	108	22	-0.8	104	-0.6
54	O=c1c2ccccc2ncn1Cc1nc2ccccc2s1	nt	0	-4	-10	95	-20	0.0	100	-0.1
55	CCCCn1c(C)cc(C)c(S(=O)(=O)c2ccccc2C)c1=O	-5	-3	3	-2	100	7	-0.9	101	-1.4
56	O=C(CC(Cc1ccccc1)C(=O)O)Nc1ccc(F)cc1 (configuration not stated)	16	-2	-8	-10	88	18	-0.6	95	0.4
57	C/C(=N\NC(=O)Cc1ccccc1)c1cccnc1	17	-2	6	-8	107	-26	0.3	112	0.3
58	COc1ccc(S(=O)(=O)NCc2ccccn2)c(Cl)c1Cl	1	2	3	-11	100	-17	0.2	101	-0.7
59	COC(=O)CSc1ccc2c(N)c(C(=O)OC)sc2c1	4	-6	-1	-4	103	19	-0.8	100	-0.5
60	COc1ccc(C(=O)NC(=O)COC(=O)C2COc3ccccc3O2)cc1 (configuration not stated)	-3	1	6	3	107	19	0.9	100	0.9
61	CCc1ccc2[nH]c3nc(SCC(=O)NNC(=O)c4ccc(C(C)(C)C)cc4)nnc3c2c1	37	-3	0	-12	101	14	0.7	96	-0.2
62	CCC(O)c1cc2c(cc1NC(=O)c1cccs1)OCCO2 (configuration not stated)	27	-1	7	15	110	4	-1.0	111	-0.9
63	O=C(CCc1nnc2ccc(N3CCC4(CC3)OCCO4)nn12)NCc1ccccc1Cl	22	2	0	-7	102	-12	-0.4	101	-0.3
64	Cc1ccc(C23CC4CC(CC(CN)(C4)C2)C3)cc1	-10	-7	7	7	107	60*	nt	122	nt

# The final three entries of the section above open the next one.
no.	compound	NALP1 yeast inh	GalR3 antagonist	MEKK2mut PB1 HTS	GPR7 antagonist	MEKK3 PB1 HTS	PHOSPHO1 inh	V1aR counter	MEKK2 WT-MEK5	OXTR agonist
62	CCC(O)c1cc2c(cc1NC(=O)c1cccs1)OCCO2 (configuration not stated)	27	-1	7	15	110	4	-1.0	111	-0.9
63	O=C(CCc1nnc2ccc(N3CCC4(CC3)OCCO4)nn12)NCc1ccccc1Cl	22	2	0	-7	102	-12	-0.4	101	-0.3
64	Cc1ccc(C23CC4CC(CC(CN)(C4)C2)C3)cc1	-10	-7	7	7	107	60*	nt	122	nt
65	O=C(COC(=O)c1ccccc1C(=O)c1ccccc1)Nc1cccc([N+](=O)[O-])c1	30	0	-4	-6	93	21	2.2	94	1.0
66	CCOC(=O)C1C(=O)C(C(=O)OCC)C(c2cccnc2)NC1c1cccnc1 (configuration not stated)	8	1	-4	-11	103	-6	0.8	105	0.5
67	CC1=C/C(=N\OS(=O)(=O)c2ccccc2)C(C)=CC1=O	31	nt	2	73*	103	30	11	103	20*
68	Cn1cnnc1SCC(=O)NCCc1ccccc1	-2	-5	8	-11	104	9	0.1	104	0.5
69	O=C(CCSCCC(=O)Nc1c(F)c(F)c(F)c(F)c1F)Nc1c(F)c(F)c(F)c(F)c1F	-11	-2	-1	16	83	11	3.1	88	1.1
